# Bioassay records (PubChem BioAssay)
# E-sel TNF inh: blocks E-selectin expression induced by TNF alpha; 120,000 tested, 0.71% active; inhibition, % at 2 µM; HUVEC TNFa-induced E-selectin immunofluorescence, high content;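 active = inhibition above the batch mean plus 3 SD, and confirmed as a hit on visual image review, cut at about 43% in these data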;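 note: 0% = TNF-stimulated DMSO wells and 100% = unstimulated control wells; not every result past the cut was called active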
# Active calls of the source: *. This is a subset; the hit share may differ from the screen's.
SMILES,E-sel TNF inh
S=c1[nH]nc(COc2ccccc2)n1-c1ccccc1,-3.0
COC(=O)c1ccc(NC(=O)c2ccccc2CC[N+](=O)[O-])cc1,7.0
CCCOC(=O)C(=O)NNc1ccccc1,-8.9
O=C(NNC1CC(=O)N(c2ccc(Br)cc2)C1=O)c1ccccn1 (centres undefined),20.7
Cc1ccc(NC(=O)CCNS(=O)(=O)c2ccc3c(c2)c(=O)n(C)c(=O)n3C)cc1C,-12.2
O=C(O)C(Cc1ccccc1)N1CCS(=O)(=O)CC1 (centres undefined),-36.2
COc1ccc(/C=C/C2=NN(C)C(=O)CC2)cc1,-6.3
CC1(C)CC(=O)C(C2(O)C(=O)Nc3ccccc32)CO1 (centres undefined),-15.8
CCC(C)(C)n1nnnc1C(c1cc(OC)ccc1OC)N1CCN(Cc2ccccc2)CC1 (centres undefined),-4.4
Cc1cc(C(=O)NCc2ccco2)c2ccccc2n1,-43.8
CC(C)CCNC(=O)CCc1nnc(COc2ccccc2)o1,-11.7
COc1ccc(N2CCN(S(=O)(=O)c3ccc4c(c3)OCCO4)CC2)cc1,-8.8
Cc1cccc2sc(NC(=O)CN3C(=O)C4CC=CCC4C3=O)nc12 (centres undefined),-19.4
C/C(=N/Nc1ccc([N+](=O)[O-])cc1)c1ccc(C)cc1C,11.5
CCOc1ccc(N2CC(O)=C(c3ccccc3)C2=N)cc1,20.8

# Compounds above with sulfur:
SMILES,E-sel TNF inh
S=c1[nH]nc(COc2ccccc2)n1-c1ccccc1,-3.0
Cc1ccc(NC(=O)CCNS(=O)(=O)c2ccc3c(c2)c(=O)n(C)c(=O)n3C)cc1C,-12.2
O=C(O)C(Cc1ccccc1)N1CCS(=O)(=O)CC1 (centres undefined),-36.2
COc1ccc(N2CCN(S(=O)(=O)c3ccc4c(c3)OCCO4)CC2)cc1,-8.8
Cc1cccc2sc(NC(=O)CN3C(=O)C4CC=CCC4C3=O)nc12 (centres undefined),-19.4

# The list continues.
SMILES,E-sel TNF inh
COc1ccc2sc(N(CCCN(C)C)C(=O)c3nc4ccccc4s3)nc2c1,11.7
COc1cc(C2CC(=O)Oc3c2c(=O)n(C)c2ccccc32)ccc1O (centres undefined),-36.9
Cc1c(NC(=O)C(C)Sc2ncnc3ccccc23)c(=O)n(-c2ccccc2)n1C (centres undefined),-61.1
O=C1N/C(=N/O)S/C1=C/c1cccc([N+](=O)[O-])c1,23.2
CCc1ccccc1NC(=O)N1CCCC(CCC(=O)N(C)CCc2ccccn2)C1 (centres undefined),-13.2
Cc1ccccc1NC(=O)COC(=O)Cc1ccsc1,-20.0
COc1ccc(CC2(CO)CCN(Cc3nc(C(C)C)cs3)CC2)cc1,28.7
O=C(CSc1nccn1-c1ccccc1)NO,-45.6
O=C(CCl)Nc1cccc(Oc2ccccc2)c1,-18.8
Cc1nc2ccccn2c1C(=O)N/N=C/c1ccc([N+](=O)[O-])o1,-2.0
Cc1ccccc1CC1(CO)CCCN(Cc2c(C)nn(C)c2Cl)C1 (centres undefined),-37.4
CC(=O)Oc1ccc(-n2c(=O)c3ccccc3c3ccccc3c2=O)cc1,-6.2
Nc1nc(F)cc(NCc2ccccc2)n1,-23.9
COc1cccc(OCCSc2nc(C)c(Cc3ccccc3)c(=O)[nH]2)c1,-20.0
Cc1ccccc1NC(=S)N(CCc1c(C)[nH]c2ccc(F)cc12)Cc1cccnc1,-20.1
COc1ccc(CNC(=O)CC2C(=O)NCCN2CC(C)(C)C)c(OC)c1 (centres undefined),-18.8
c1ccc(CCC2CCCCN2Cc2nc(C3CC3)no2)cc1 (centres undefined),9.3
Cc1ccc(Oc2ncccc2C(=O)NC2CCSC2=O)cc1 (centres undefined),42.2
COc1ccc(Nc2ncnc3ccc([N+](=O)[O-])cc23)c(OC)c1,0.5
CN(C)/C=C/C(=O)c1cnc(-c2cccc(Cl)c2)s1,-8.0
COc1ccc(NC(=O)Cn2c(CCC(=O)O)ccc2-c2ccc(C)cc2)cc1,-32.3
CCOC(=O)c1cnc2c(-c3ccc(Cl)cc3)cnn2c1C,-14.8
Cc1nc2sc(C(=O)OCC(=O)N3c4ccccc4CC3C)c(C)c2c(=O)[nH]1 (centres undefined),-1.8
CC(=O)Nc1ccc(NC(=O)CCCSc2nc3ccccc3s2)cc1,-20.9
CCOC(=O)C1=C(O)/C(=C/c2ccc(OCC(=O)O)c(OCC)c2)SC1=Nc1ccccc1,-16.2
O=C(O)c1cc2nccc(-c3ccc(F)cc3)n2n1,-55.6
O=C1N=c2ccc(Br)cc2=C1c1sc(=S)n(NS(=O)(=O)c2ccccc2)c1O,9.1
Cc1cc(Cl)ccc1C(=O)C1CCCN(C(=O)c2cnsn2)C1 (centres undefined),-9.8
COc1c(C)cc(S(=O)(=O)N2CCOCC2)c(C)c1C,-7.5
O=C(NCCc1c[nH]c2ccccc12)C(=O)NCC1CCCO1 (centres undefined),12.1
O=C(NCCCl)c1ccc(OCc2ccccc2)cc1Cl,4.8
CCOc1ccc(-n2c(=O)c3c4c(sc3n(CC(=O)NCCCOC)c2=O)CCCCC4)cc1,-31.6
Cc1nnc(SCC(=O)N(C)c2ccccc2)n1Cc1ccccc1,88.9*
CCOC(=O)c1sc2nc(C)nc(N3CCCCC3C)c2c1C (centres undefined),-7.2
Cn1cc(CN2CCc3c([nH]c4ccccc34)C2C2CCCCC2)cn1 (centres undefined),12.4
COC(=O)c1ccc(C(=O)OC)c(NC(=O)C(C)C)c1,-1.0
CC(=O)NNC(=S)NC(=O)c1ccc(C)cc1,28.4
COc1cc2c(cc1OC)N1C(=O)CC(OCC(=O)O)C3C4CC5(CCN5C(=O)C4=O)C2C31 (centres undefined),-8.1
COc1ccc(/C=N/NC(=O)c2cc(O)c(O)c(O)c2)cc1Cn1cc([N+](=O)[O-])cn1,-22.5
CO/N=C/c1ccc(N2CCCC2)c([N+](=O)[O-])c1,-51.3
Cc1[nH]c2ccccc2c1CCN(Cc1cccnc1)C(=S)Nc1cccc(F)c1,-17.1
Cc1ccc(OCc2ccc(C(=O)NCC3CCCO3)cc2)cc1 (centres undefined),-18.1
CCN(c1ccc(NC(=O)COC(=O)CCc2cc(OC)c(OC)c(OC)c2)cc1)C(C)C,-9.5
COc1ccc(CCN(Cc2cc3cccc(C)c3n3nnnc23)C(=O)c2ccncc2)cc1OC,-23.2
COc1ccc(NS(=O)(=O)/C=C/c2ccc(OC)c(OC)c2)cc1,-14.4
Cc1nn(C)c(C)c1S(=O)(=O)N1CCC(CO)(Cc2ccc(Cl)cc2)CC1,-5.3
Cc1ccc(C(=O)N(C)CC(=O)Nc2ccc(F)c(F)c2F)o1,10.3
COC(=O)CNC(=O)COC(=O)/C=C/c1ccccc1[N+](=O)[O-],-32.4
O=C(NCCSc1c[nH]c2ccccc12)c1ccc2c(c1)OCO2,-10.4
COC(=O)c1ccccc1NC(=O)c1cccc(NC(=O)C(C)C)c1,16.4
COCCNC(=S)N1CCN(c2ccc(Cl)cc2)CC1,-43.1
Cc1ccc(CN2C(=O)N/C(=C\c3cccn3-c3cccc(C(=O)O)c3)C2=O)cc1,8.2
CNc1cc(F)nc(F)n1,-6.8
CCOC(=O)c1sc(=NC(=O)C2CC2)n(C)c1C,-26.6
Fc1cccc(CSc2ccc3nnc(-c4cccnc4)n3n2)c1,-16.8
O=C(/C=C/c1ccc(S(=O)(=O)N2CCOCC2)cc1)NC(=S)NCCCn1ccnc1,18.9
CCN(CC)CCNC(=O)C1c2cc(OC)c(OC)cc2C(=O)N(C)C1c1cccs1 (centres undefined),5.1
Cc1cccnc1NC(=S)Nc1ccc(Cl)c(Cl)c1,-14.5
CCN(CC)S(=O)(=O)c1cccc(C(=O)OCC(=O)NC(C)c2ccccc2)c1 (centres undefined),21.8
CCN(CC)C(=S)NCCc1ccccc1,-19.5

# Some values from the list:
# COc1c(C)cc(S(=O)(=O)N2CCOCC2)c(C)c1C in E-sel TNF inh → -7.5
# COC(=O)c1ccccc1NC(=O)c1cccc(NC(=O)C(C)C)c1 in E-sel TNF inh → 16.4
# Fc1cccc(CSc2ccc3nnc(-c4cccnc4)n3n2)c1 in E-sel TNF inh → -16.8
# CCN(c1ccc(NC(=O)COC(=O)CCc2cc(OC)c(OC)c(OC)c2)cc1)C(C)C in E-sel TNF inh → -9.5
# CC(=O)NNC(=S)NC(=O)c1ccc(C)cc1 in E-sel TNF inh → 28.4

# Carrying on.
SMILES,E-sel TNF inh
COc1ccc(C(=O)NC(=S)NCc2ccccc2)cc1OC,7.7
CCN(CC)C(=O)N1CCN(C(=O)N2CCOCC2)CC1,-4.6
O=C(Nc1cccc(S(=O)(=O)Nc2ccccc2F)c1)c1ccc2ccccc2n1,-15.8
O=C(COC(=O)c1ccccc1O)Nc1ccc(S(=O)(=O)N2CCCCC2)cc1,-90.0
COCCn1c(=O)[nH]c2cc(C(=O)NCCc3ccc(S(N)(=O)=O)cc3)ccc2c1=O,-55.4
O=C(NCCCN1CCOCC1)c1ccc(-c2ccc(Cl)cc2)o1,-7.3
CCn1c(OC)nc2c1c(=O)n(C)c(=O)n2C,10.1
CSc1nnc(-c2cccc(NC(=S)NN)c2)o1,22.5
CCN1C(=O)N(C(C)=O)C2C1N(C(C)=O)C(=O)N2C(C)=O (centres undefined),2.6
Cc1noc(C)c1COC(=O)CNC(=O)c1ccc(Cl)cc1,-12.7
O=c1[nH]c(/C=C\c2cccs2)nc(O)c1[N+](=O)[O-],-36.7
COC(CNC(=O)c1ccc2c(c1)ncn2-c1cccc(F)c1)OC,-4.6
O=C(/C=C/c1ccc(Cl)c(Cl)c1)NC1=NCCS1,-3.2
CN(C)Cc1c(O)ccc2c(-c3ccccc3)cc(=O)oc12,7.2
Cc1nc(-n2nnc(CO)c2CO)nc2c1CCC2,-34.5
COc1ccc(CCNC(=S)NC(=O)c2ccc(Br)cc2)cc1OC,-4.3
Cc1ccc2nc(SCC(=O)Nc3c(F)cccc3F)[nH]c2c1,14.5
Cc1cc(C(=O)N/N=C/c2ccc(N3CCOCC3)cc2)c(C)o1,-13.3
CC(C)Cn1c(N)c(C(=O)COC(=O)c2cccc(Cl)c2)c(=O)n(C)c1=O,-15.8
COc1ccc(Cl)cc1C(=O)NNC(=O)CN1C(=O)C2CC=CCC2C1=O (centres undefined),7.6
Cc1cc(C(=O)NNC2CC(=O)N(c3ccc4ccccc4c3)C2=O)c(C)o1 (centres undefined),7.9
Cc1ccc(NC(=O)c2ccc(C(C)(C)C)cc2)cc1-n1cnnn1,-10.1
CC(=O)Nc1cc2ccccc2oc1=O,-25.7
CCc1nnc(NS(=O)(=O)c2ccc(Nc3ccc4nonc4c3[N+](=O)[O-])cc2)s1,-4.2
CCOC(=O)c1c(NC(=O)C2C3CCC(O3)C2C(=O)O)sc2c1CCCC2 (centres undefined),-4.4
CCOC(=O)c1sc(SC)nc1N,-22.9
C=CCn1c(SCc2cc(=O)n3ccsc3n2)nc2ccccc2c1=O,-22.2
CC(C)(C)C(=O)CSc1ncnc2sc3c(c12)CCC3,-21.3
CC1CCCC(C)N1C(=O)COc1ccc(F)cc1 (centres undefined),14.8
Cc1ccccc1NC(=O)c1snc2c(=O)[nH]cnc12,-35.4
Cc1nn(CC(=O)Nc2ccc3c(c2)OCO3)c(C)c1[N+](=O)[O-],-3.2
NS(=O)(=O)c1ccc(NC(=O)CCCC(=O)O)cc1,10.0
CC(Sc1nc(O)c(-c2ccccc2)c(=O)[nH]1)C(=O)Nc1ccc(Cl)cc1 (centres undefined),-1.7
Fc1ccc(OCCOCCOc2cccc3[nH]ccc23)cc1,-49.5
Cc1ccc(NC(=O)CSc2nnc(COc3ccccc3C)o2)cc1,-5.2
Cc1ccn(CCC(=O)N2CCCC(CCC(=O)N3CCN(c4ccccn4)CC3)C2)n1 (centres undefined),-35.0
COc1cc(CNCCNC(=O)c2nonc2N)ccc1OCc1ccc(Cl)cc1,-21.0
O=C(c1cc(-c2cccs2)nc2ccccc12)N1CCN(c2ccccc2)CC1,35.9
Nc1nc(CCl)nc(Nc2ccccc2)n1,-25.7
CCOC(=O)NNC(=O)C12CC3CC(CC(C3)C1)C2,6.3
O=C(CSc1nc2[nH]ncc2c(=O)n1-c1ccccc1Cl)N1CCCC1,15.0
N#Cc1ccc(CSc2nnc3ccccn23)cc1,-11.8
Cc1n[nH]c(C)c1Sc1ccccc1N,9.8
Nc1ccc(S(=O)(=O)c2ccc(N)c(N)c2)cc1,19.6
O=[N+]([O-])c1ccc2ncnc(Nc3ccc4c(c3)OCCO4)c2c1,13.7
CCN1CCN(C(c2ccc(F)cc2)c2nnnn2Cc2ccc3c(c2)OCO3)CC1 (centres undefined),-87.2
Cc1nn(C)c(C)c1CNC(=O)Nc1cccc(Cl)c1,-7.4
CC1CCCN(CC(O)COc2ccc3c(c2)OCO3)C1 (centres undefined),11.9
OCC1(Cc2ccccc2C(F)(F)F)CCN(Cc2ccc3c(c2)CCO3)CC1,11.8
O=C(CCCCN1CCCCC1)c1ccc2c(c1)Cc1ccccc1-2,14.9
COCc1ccc(C(=O)N2CCc3c([nH]c4ccccc34)C2c2ccccn2)s1 (centres undefined),4.8
CCC(C)(C#CCN1CCCCC1)OC(C)=O (centres undefined),-14.7
CC1CCN(S(=O)C23CC4CC(CC(C4)C2)C3)CC1 (centres undefined),-5.1
CCOC(=O)c1ccc(Oc2nc(N(C)C)nc(N3CCOCC3)n2)cc1,21.1
O=C(Nc1cc2cc([N+](=O)[O-])ccc2oc1=O)c1cccs1,3.8
Nc1nnc(N)c2ccccc12,-11.1
Cc1ccsc1C1C(C#N)=C(N)OC2=C1C(=O)CC(C)C2 (centres undefined),18.8
O=C(O)CC(NC(=O)c1ccncc1)c1ccccc1 (centres undefined),-8.4
Cc1nc(N)c(Cc2ccccc2F)c(N)n1,2.1
CC(C)N1CCC(N2CCN(Cc3cc4c(cc3Cl)OCO4)CC2CCO)CC1 (centres undefined),-35.7

# (further entries)
SMILES,E-sel TNF inh
Cn1cc(CC(=O)NC2CCCCC2)c2ccccc21,4.0
CCn1c(C(=O)O)c(CC(=O)NC2CCCCCC2)c2ccccc21,3.5
COCCCNC(=S)NCCCNc1nc2cc(C)cc(C)c2cc1C#N,10.7
CCC(c1nnnn1C1CCCC1)N1CCN(c2cccc(OC)c2)CC1 (centres undefined),-11.6
